FBW7 activator = activators of human E3 ligase FBW7; normalized activity (activation), % at 26.1 µM; actives 0.13% (n = 650,000); AlphaScreen FBW7–phospho-cyclin E peptide binding, activator screen; AID 1259310; Q969H0; in the data active = normalized activity above about 1.9%;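 note: purified mutant Fbw7 with reduced substrate affinity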
Target sequence (Q969H0 whole entry, looked up): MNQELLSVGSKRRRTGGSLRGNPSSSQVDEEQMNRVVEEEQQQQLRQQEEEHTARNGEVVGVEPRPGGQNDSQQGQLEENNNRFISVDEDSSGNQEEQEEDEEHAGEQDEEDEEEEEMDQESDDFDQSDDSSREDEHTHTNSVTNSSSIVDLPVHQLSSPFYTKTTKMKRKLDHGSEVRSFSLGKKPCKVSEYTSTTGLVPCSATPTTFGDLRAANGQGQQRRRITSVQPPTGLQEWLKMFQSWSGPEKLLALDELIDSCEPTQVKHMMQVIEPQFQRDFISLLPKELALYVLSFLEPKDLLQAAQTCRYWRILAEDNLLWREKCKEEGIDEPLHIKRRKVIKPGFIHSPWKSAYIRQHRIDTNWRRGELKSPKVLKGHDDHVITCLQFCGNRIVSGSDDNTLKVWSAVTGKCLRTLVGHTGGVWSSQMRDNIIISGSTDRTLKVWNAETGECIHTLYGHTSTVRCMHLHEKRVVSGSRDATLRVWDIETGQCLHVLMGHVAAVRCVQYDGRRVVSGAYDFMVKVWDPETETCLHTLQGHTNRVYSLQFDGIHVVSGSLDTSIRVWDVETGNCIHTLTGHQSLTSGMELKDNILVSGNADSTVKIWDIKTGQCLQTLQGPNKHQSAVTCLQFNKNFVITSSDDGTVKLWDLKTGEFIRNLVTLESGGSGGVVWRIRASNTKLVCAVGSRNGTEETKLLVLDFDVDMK
GPR151 ag = activators of human GPR151; Q8TDV0; PathHunter beta-arrestin GPR151 cells, luminescence; activation, % at 11.2 µM; actives 1% (n = 650,000); in the data active = activation above about 4.9%;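 note: 0% = median of compound wells and 100% = cells with positive control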
Target sequence (Q8TDV0 whole entry, looked up): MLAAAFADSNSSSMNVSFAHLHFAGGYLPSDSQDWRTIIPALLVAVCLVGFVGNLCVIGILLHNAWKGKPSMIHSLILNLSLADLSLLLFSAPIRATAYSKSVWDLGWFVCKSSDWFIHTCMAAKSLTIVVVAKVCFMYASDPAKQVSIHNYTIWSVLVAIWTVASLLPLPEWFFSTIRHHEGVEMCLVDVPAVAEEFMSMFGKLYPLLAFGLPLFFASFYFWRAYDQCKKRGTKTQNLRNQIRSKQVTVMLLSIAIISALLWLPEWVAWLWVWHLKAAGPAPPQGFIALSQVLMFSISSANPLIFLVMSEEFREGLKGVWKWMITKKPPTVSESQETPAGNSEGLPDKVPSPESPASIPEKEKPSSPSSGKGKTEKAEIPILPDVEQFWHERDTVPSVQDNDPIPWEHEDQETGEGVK
TEAD-YAP block = TEAD-YAP interaction inhibition | HEK-TIYL cells, TEAD-Gal4/YAP UAS-luciferase luminescence | inhibition, % at 9.12 µM | actives 1.4% (n = 640,000) | AID 1259422; in the data active = inhibition above about 32%;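 note: 0% = median of test compound wells and 100% = reference inhibitor wells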
MITF primary = human MITF inhibition, primary screen; AID 1259374; inhibition, % at 2.6 µM; actives 0.91% (n = 650,000); AlphaScreen MITF homodimerization, bead proximity signal; in the data active = inhibition above about 50%;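 note: 0% = vehicle wells with protein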
An asterisk follows results filed as active; & = joins results of further samples.

Below each SMILES: FBW7 activator | GPR151 ag | TEAD-YAP block | MITF primary
C=CCNC(=O)c1cc(S(=O)(=O)N2CCC3(CC2)OCCO3)ccc1F
    0.0 | 1.8 | 3 | -12
CNC(=O)CSc1nnc(COc2cccc(C)c2)n1C
    0.1 | -1.0 | 8 | 5
COc1ccccc1NC(=S)N/N=C/c1ccc(N2CCOCC2)cc1
    0.2 | -2.0 | -24 | 4
CC1(C)OC2OC(C(=O)Nc3ccc(F)cc3F)C3OC(C)(C)OC3C2O1 (stereo not drawn)
    0.0 | -1.2 | 3 | 0
O=Cc1ccc(N2CCCCC2)c([N+](=O)[O-])c1
    -0.1 | 0.6 | 6 | 12
O=C(NCC(=O)N1CCN(c2ccccn2)CC1)C1CCCCC1
    -0.1 | -0.8 | -21 | -1
COc1ccccc1C(=O)NNC(=O)c1ccc(C)c(Br)c1
    0.2 | 0.1 | -19 | 11
O=C(CN1CCN(Cc2ccc(F)cc2)C1=O)NC1CCCCCC1
    -0.1 | -0.3 | -7 | -7
Cc1nc2cc(C(=O)NCc3cccnc3)ccc2n1-c1ccc(F)cc1F
    -0.1 | 0.9 | -8 | 5
COc1ccnc(Cn2c(=O)n(C(C)C)c3ncccc32)c1OC
    0.0 | -0.5 | 0 | 6
O=C(Nc1ccc2c(c1)CCC2)c1cc(-c2ccc(F)cc2)nc2ccc(Br)cc12
    0.0 | 0.7 | 11 | 4
CCCCCCc1cc2cc(C(N)=S)c(=N)oc2cc1O
    0.2 | -0.7 | 3 | 3
NNC(=O)c1ccccc1NC(=O)c1ccc(Cl)cc1
    -0.1 | 0.6 | -2 | -7
COc1ccc(C2SCCN2S(=O)(=O)c2ccc(C)c([N+](=O)[O-])c2)cc1[N+](=O)[O-] (stereo not drawn)
    -0.5 | 0.0 | 2 | -5
Cc1cccc2c3c([nH]c12)CCN(C)C3
    -0.1 | -0.6 | -5 | -14
CCC(C)NC(=O)Cn1cccc1C(=O)c1ccccc1 (stereo not drawn)
    -0.1 | 1.6 | -1 | 1
CCC(Sc1nc2ccccc2c2nc(-c3ccccc3)nn12)C(=O)NCc1ccco1 (stereo not drawn)
    0.5 | 0.2 | -3 | 7
Nc1ncc(Br)cc1S(=O)(=O)Nc1ccc(F)cc1
    -0.1 | 0.9 | 3 | 12
CCc1ccc(N(CC(=O)N2CCN(C)CC2)S(=O)(=O)c2ccc(C)cc2)cc1
    0.8 | 0.8 | 15 | 6
CCOc1ccccc1C(=O)NNC(=O)COc1ccccc1C
    0.2 | 0.3 | -6 | 2
Cn1c(=O)oc2cc(S(=O)(=O)NCCC(=O)N3CCCCCC3)ccc21
    0.0 | -1.4 | -2 | -13
CCCCN(C1CCS(=O)(=O)C1)S(=O)(=O)c1ccc([N+](=O)[O-])cc1 (stereo not drawn)
    0.1 | 2.9 | -6 | 5
CC(C)N1CCNC(=O)C1CC(=O)NCc1cccc(OC(F)(F)F)c1 (stereo not drawn)
    -0.1 | 4.2 | 0 | 4
CCOC(=O)C1=C(C)N=c2s/c(=C/c3cc(Br)c(N4CCOCC4)o3)c(=O)n2C1c1ccc(OC)cc1 (stereo not drawn)
    0.2 | -0.3 | 4 | 31
COc1cc(NCc2cc(OC)c(OC)cc2[N+](=O)[O-])cc(OC)c1
    -0.3 | 0.8 | -1 | 0
Cc1ccc(NC(=O)CC(NCC2CCCO2)C(=O)O)cc1C (stereo not drawn)
    0.0 | 0.8 | 5 | 3
COc1ccc(OCC(=O)Oc2ccccc2Cl)cc1
    0.0 | -0.3 | -3 | -5
CN(C)/C=N/c1ncc(C(=O)OC(C)(C)C)s1
    0.2 | 1.3 | -17 | -3
CN(C)S(=O)(=O)c1ccc(C(=O)Nc2ccccc2OC(F)(F)C(F)F)cc1
    -0.1 | 0.0 | 2 | 5
Cc1nnn(C23CC4CC(CC(C(=O)NCc5ccccc5)(C4)C2)C3)n1
    0.2 | -0.5 | 5 | -7
CC(C)(C)NC(=O)CSc1nnc(-c2ccccc2)c(-c2ccccc2)n1
    0.0 | -0.8 | -5 | -3
CCCCNCCOCCOc1ccc(C)cc1[N+](=O)[O-]
    -0.1 | -0.4 | -3 | 48
CCCCCCCC(=O)Oc1ccccc1N1C(=O)C2C3c4ccccc4C(c4ccccc43)C2C1=O (stereo not drawn)
    0.2 | -0.5 | 10 | 4
OCc1cccc(-c2ccc3c(-c4ccc(N5CCNCC5)cc4)[nH]nc3n2)c1
    0.6 | -1.1 | -2 | 23
O=C(O)CCCCCN1C(=O)/C(=C\c2ccccn2)SC1=S
    1.9* | 0.3 | 30 | 5
O=C(NC1CCCCC1)c1ccc(Br)o1
    0.3 | 0.8 | 0 | 1
COc1cc(NC(=S)NC(C)(C)C)c(OC)cc1Cl
    -0.2 | 0.7 | 13 | 12
Cn1c(Cc2ccccc2)nnc1SCC(=O)N1CCCC1
    -0.3 | 0.1 | 2 | -16
Cc1ccc(-n2c(C)cc(/C=C(\C#N)C(N)=O)c2C)cc1
    -0.1 | -0.9 | -43 | 7
Cc1nc(Nc2ccncc2)cc(-c2cncc(Br)c2)n1
    0.0 | -0.9 | 16 | 0
CS(=O)(=O)c1ccc2nc(NS(=O)(=O)c3ccc(Cl)cc3)sc2c1
    0.6 | -0.1 | 8 | 15
Cc1c(Nc2ccc(/C=C3\C(=O)Nc4ccccc43)cc2)c(=O)n(-c2ccccc2)n1C
    0.0 | 1.1 | 54* | 5
C[C@H]1C(=O)N2CCN(CCc3ccccc3)C[C@@H]2C(=O)N1C
    -0.1 | 1.0 | 1 | 1
C=CCn1nc[n+](C(C)(C)C)n1
    0.1 | 0.4 | 1 | 16
O=C(CSc1nc2ccc([N+](=O)[O-])cc2s1)N1CCN(c2ccccc2)CC1
    -0.2 | -0.6 | 0 | -11
O=C(CN(C1CCCCC1)S(=O)(=O)c1ccccc1)N1CCOCC1
    0.1 | 0.3 | 14 | 18
Cc1ccc2c(CN(C)CCO)cc(=O)oc2c1
    0.2 | -1.7 | 0 | -5
COC(=O)c1cc(S(=O)(=O)Nc2ccc(OC(F)(F)F)cc2)c[nH]1
    -0.2 | 0.0 | -32 | -6
CCCC(=O)Nc1ccc(N2CCN(C(C)=O)CC2)c(Cl)c1
    0.0 | -0.2 | -8 | 14
Nc1nnc(-c2ccc(Cl)cc2)o1
    -0.2 | 0.8 | -15 | 4
O=C1N[C@@H](COCc2ccccc2)C(=O)N2CCN(C(=O)c3ccc4ccccc4c3)C[C@H]12
    -0.2 | 1.6 | -5 | -17
O=C(OCCCN=C1NS(=O)(=O)c2ccccc21)c1ccccc1Br
    0.1 | -1.3 | 3 | 25
COc1cc2c(cc1OC)C1(CCCC1)CNC2CO (stereo not drawn)
    0.1 | 1.0 | 5 | -9
CCN(CC)C(=O)C(=O)NNC(=O)c1cccc(F)c1
    0.0 | 0.2 | 1 | -5
Cc1nc2cc(-c3ccc(F)cc3)nn2c(NCCN)c1C
    0.1 | 1.6 | -3 | 5
CCc1ccc(CN(C(=O)c2ccccc2F)C2CCS(=O)(=O)C2)cc1 (stereo not drawn)
    0.0 | 0.3 | -7 | 28
CCOC(=O)C1=C(C)N=c2s/c(=C\c3cccc(C)c3)c(=O)n2C1c1ccc(N(C)C)cc1 (stereo not drawn)
    0.2 | 0.6 | 0 | -2
Cc1cc(C)nc(SCc2nnc(SCc3ccccc3)o2)n1
    0.4 | 1.1 | -2 | 4
O=C1OC(c2ccccc2Cl)=N/C1=C\c1ccc(Cl)cc1Cl
    0.0 | -0.8 | -13 | -4
Cc1ccc(C(=O)NC2CCN(C(=O)Nc3ccccc3)CC2)cc1
    0.1 | -0.9 | 8 | 1

Carrying on:
Below each SMILES: FBW7 activator | GPR151 ag | TEAD-YAP block | MITF primary
O=C(NCCO)/C(=N\O)c1ccccc1
    0.1 | 2.1 | -1 | 2
COc1ccc(-c2nc(N)c3ncn(-c4ccccc4)c3n2)cn1
    0.2 | 0.1 | -4 | -3
CCOC(=O)N1CCC(NC(=O)CC2C(=O)NCCN2CCc2ccccc2)CC1 (stereo not drawn)
    0.1 | 1.3 | -2 | 5
O=C(NCCc1ccc(O)cc1)c1cnc(NCc2ccc3c(c2)OCO3)s1
    -0.3 | 1.1 | -2 | 7
Cc1ccc(C2CC(=O)n3nc(-c4cccc5ccccc45)nc3S2)cc1 (stereo not drawn)
    -0.1 | -0.5 | -1 | 13
O=C(CCC1CCCN(Cc2ccccc2O)C1)N1CCN(c2ccccn2)CC1 (stereo not drawn)
    0.0 | 1.4 | 0 | -19
O=C(Cc1ccc([N+](=O)[O-])cc1)N/N=C/c1ccc([N+](=O)[O-])cc1
    -0.1 | 1.5 | -1 | 15
NC1CCC(c2nc3ccccc3[nH]2)CC1 (stereo not drawn)
    -0.1 | -0.4 | -6 | -7
O=C(c1ccc(S(=O)(=O)c2ccccc2Cl)c([N+](=O)[O-])c1)N1CCCCCC1
    0.2 | 1.6 | 21 | 6
COc1ccc(/C=N/NC(=O)c2cccc(F)c2)cc1Br
    0.0 | -1.3 | -33 | 14
COC(=O)CN1C(=O)S/C(=C/c2ccccc2[N+](=O)[O-])C1=O
    -0.7 | -1.3 | -3 | -15
COCCNC(=O)c1ccc(-c2ccc(SC)cc2)nc1NCC1CC1
    0.4 | 1.7 | 7 | 2
CCc1c(C)sc(NC(=O)/C=C/c2ccccc2Cl)c1C(N)=O
    0.2 | -0.6 | 2 | 11
COCCn1c(=O)n(CC(=O)Nc2ccccc2-c2ccccc2)c2cccnc21
    0.3 | -1.0 | 2 | 26
CCCC1CCc2c(sc(NC(=O)c3ccc(C(C)(C)C)cc3)c2C(N)=O)C1 (stereo not drawn)
    -0.1 | 0.7 | 0 | -2
COc1ccc2nc(Nc3nnc(-c4ccc(F)cc4)o3)sc2c1
    0.2 | 0.4 | -4 | 13
Cc1ccccc1OCC(=O)NNC1=C(C(=O)C(F)(F)F)CCC1
    0.0 | 1.1 | 1 | 8
CCN(CCCc1ccccc1)CCCc1ccccc1
    -0.1&-0.1 | 0.6&-1.0 | 4 | 27&26
Cc1[nH][nH]c(=O)c1C(c1cc(C)n(-c2oc(C)c(C)c2C#N)c1C)c1c(C)[nH][nH]c1=O
    -1.3 | -0.8 | 6 | -1
c1ccc(Cc2nnc3n2CCN(C2CCOCC2)CC3)cc1
    0.1 | -0.2 | 1 | 12

Reprinted at random: four records from the list
Below each SMILES: FBW7 activator | GPR151 ag | TEAD-YAP block | MITF primary
COC(=O)CN1C(=O)S/C(=C/c2ccccc2[N+](=O)[O-])C1=O
    -0.7 | -1.3 | -3 | -15
COCCNC(=O)c1ccc(-c2ccc(SC)cc2)nc1NCC1CC1
    0.4 | 1.7 | 7 | 2
COCCn1c(=O)n(CC(=O)Nc2ccccc2-c2ccccc2)c2cccnc21
    0.3 | -1.0 | 2 | 26
Cc1[nH][nH]c(=O)c1C(c1cc(C)n(-c2oc(C)c(C)c2C#N)c1C)c1c(C)[nH][nH]c1=O
    -1.3 | -0.8 | 6 | -1

Remaining list, next part.
Below each SMILES: FBW7 activator | GPR151 ag | TEAD-YAP block | MITF primary
CSc1ccc(/C=C2/NC(=O)N(CC(=O)Nc3ccc(C)cc3)C2=O)cc1
    0.0 | 0.2 | 5 | -6
CCCC(=O)Nc1ccc(-c2nc3cc(C)c(C)cc3o2)cc1
    -0.1 | 2.2 | -41 | 2
O=C(NCc1nc2ccccc2[nH]1)c1ccc2nc(Nc3ccc(C(F)(F)F)cc3)sc2c1
    -0.1 | 0.9 | -46 | 1
c1ccc(NCc2ccc3c(c2)Cc2ccccc2-3)cc1
    0.0 | 0.8 | 2 | -5
CCn1cc(C(=O)Nc2ccc(N3CCOCC3)cc2)c(=O)c2ccc(C)nc21
    0.0 | -0.7 | -8 | -3
CCOCCCNC(=O)C1CCCN1C(=O)Nc1cccc(Cl)c1 (stereo not drawn)
    -0.1 | -0.6 | 10 | 7
CCOc1ccc(C2C(C(=O)C3CC3)N3C=C(C#N)C=CC3C2(C#N)C#N)cc1 (stereo not drawn)
    -0.2 | -0.3 | -10 | 1
COCCn1c(=S)[nH]c2cc(C(=O)NCc3ccco3)ccc2c1=O
    0.0 | -1.8 | 10 | 0
CCOC(=O)C1CCN(C(=O)c2ccccc2Br)CC1
    -0.1 | 1.7 | -1 | 11
Cc1ccc[n+](C(C)C(=O)c2ccc(-c3ccccc3)cc2)c1 (stereo not drawn)
    -0.1 | 0.0 | 66* | -10
O=C1N/C(=C/c2cc([N+](=O)[O-])ccc2Cl)C(=O)N1c1cccc(Cl)c1
    0.1 | 2.4 | -5 | 19
COc1cccc(/C(O)=C2/C(=O)C(=O)N(c3ccccn3)C2c2cccc([N+](=O)[O-])c2)c1 (stereo not drawn)
    -0.1 | 3.1 | -9 | -1
C=CCOc1c(Cl)cc(CNC(C)(C)CO)cc1OC
    -0.2 | 0.5 | 6 | -13
CN(C)c1nc(N)nc(CSc2nnnn2-c2ccc(Cl)c(C(=O)O)c2)n1
    0.0 | -1.0 | 3 | 16
COc1ccccc1OCC(=O)Nc1ccccc1C(C)(C)C
    -0.1 | 0.0 | -6 | -2
Nc1cccc(-c2ncc(C(=O)NCc3cccnc3)s2)c1
    -0.1 | -1.8 | 9 | 6
COc1ccccc1C(=O)NNC(=O)C(=O)Nc1cccc(C)c1
    0.2 | 0.1 | -45 | -4
COc1ccc2nc(SCC(=O)NC3CC3)c(C#N)cc2c1
    -0.1 | 0.8 | -3 | 8
O=C(CN(C(=O)c1ccco1)c1cccc(F)c1)NCc1ccc(F)cc1
    0.3 | 0.8 | -8 | 2
Cc1cccc(NC(=O)c2sc3nc4c(c(-c5cccs5)c3c2N)CCCCC4)c1
    0.8 | 1.9 | 3 | -5
CC(=O)C12c3ccccc3C(c3ccccc31)C1C(=O)N(c3ccc(Br)cc3)C(=O)C12 (stereo not drawn)
    -0.2 | -0.7 | -8 | -13
O=C(CNc1ccc(C(F)(F)F)cc1[N+](=O)[O-])OCC(=O)c1c[nH]c2ccccc12
    0.1 | -1.4 | 0 | 8
Cc1ccc2c(c1)N(Cc1ccccc1)C(=O)CC(c1ccccc1)=N2
    -0.1 | -1.2 | -14 | 2
